Source: PubChem BioAssay
CHRM1 antagonist = human M1 muscarinic receptor antagonists, primary screen, CHO-K1 cells, Fluo-8 calcium fluorescence, 1536-well; Muscarinic acetylcholine receptor M1 (Homo sapiens), P11229; CHO-K1 hM1, ACh EC80 antagonist; inhibition, % at 3 µM; 1.3% of 360,000 active; AID 588852, 2011;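 active = percent inhibition above its own plate's cutoff, namely the mean of that plate's compound wells plus 3 SD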;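 note: peak over basal fluorescence ratio during 140 s after agonist addition; 0% = ACh EC80 plus DMSO and 100% = DMSO alone without agonist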
Target sequence (P11229 whole entry, looked up): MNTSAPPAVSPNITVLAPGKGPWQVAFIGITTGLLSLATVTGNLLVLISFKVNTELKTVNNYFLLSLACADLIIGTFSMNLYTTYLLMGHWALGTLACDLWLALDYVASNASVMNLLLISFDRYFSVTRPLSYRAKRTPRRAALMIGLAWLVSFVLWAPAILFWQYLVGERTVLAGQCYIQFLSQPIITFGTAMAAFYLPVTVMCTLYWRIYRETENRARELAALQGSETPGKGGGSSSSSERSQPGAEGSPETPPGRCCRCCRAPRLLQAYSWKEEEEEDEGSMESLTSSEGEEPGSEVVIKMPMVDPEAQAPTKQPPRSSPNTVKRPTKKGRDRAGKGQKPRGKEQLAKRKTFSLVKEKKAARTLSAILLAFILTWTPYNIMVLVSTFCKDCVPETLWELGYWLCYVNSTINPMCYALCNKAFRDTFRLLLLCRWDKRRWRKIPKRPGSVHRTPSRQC
M5 ag = human M5 muscarinic receptor agonists, primary screen, CHO-K1 cells, Fluo-8 calcium fluorescence | 0.19% of 360,000 active | Muscarinic acetylcholine receptor M5 (Homo sapiens), P08912 | activation, % at 3 µM | CHO-K1 hM5 cells; 0% DMSO wells, 100% maximal acetylcholine response;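 active = activation above the run's mean over test compounds plus 3 SD, cut at about 23% in these data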;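 note: signal is peak over basal fluorescence ratio across the kinetic read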
M4 antag = human M4 muscarinic receptor antagonists, primary screen, CHO cells, Fluo-8 calcium fluorescence | 0.73% of 360,000 active | Muscarinic acetylcholine receptor M4 (Homo sapiens), P08173 | inhibition, % at 3 µM | CHO-hM4 cells, ACh EC80;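 active = inhibition above its plate's cutoff, the mean inhibition of sample wells plus 3 SD, cut at about 27% in these data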;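 note: 0% = acetylcholine EC80 with DMSO and 100% = DMSO without agonist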
Target sequence (P08173 whole entry, looked up): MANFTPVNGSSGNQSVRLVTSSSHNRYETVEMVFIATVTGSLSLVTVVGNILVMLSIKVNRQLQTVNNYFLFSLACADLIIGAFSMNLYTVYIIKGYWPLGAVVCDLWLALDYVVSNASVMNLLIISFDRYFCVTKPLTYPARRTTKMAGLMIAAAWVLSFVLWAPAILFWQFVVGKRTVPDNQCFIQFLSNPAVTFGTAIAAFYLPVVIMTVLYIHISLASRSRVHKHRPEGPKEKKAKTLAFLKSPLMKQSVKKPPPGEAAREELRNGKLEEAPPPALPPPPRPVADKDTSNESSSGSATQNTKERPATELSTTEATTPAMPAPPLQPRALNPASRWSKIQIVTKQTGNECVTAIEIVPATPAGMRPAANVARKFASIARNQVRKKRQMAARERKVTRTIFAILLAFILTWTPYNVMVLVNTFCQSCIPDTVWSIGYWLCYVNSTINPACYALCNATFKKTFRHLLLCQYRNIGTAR
CHRM5 antagonist = human M5 muscarinic receptor antagonists, primary screen, CHO cells, Fluo-8 calcium fluorescence | 0.59% of 360,000 active | AID 624040, 2012 | CHO-hM5 cells, ACh EC80 | inhibition, % at 3 µM;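 active = inhibition above a per-plate cutoff, the mean of that plate's test compounds plus 3 SD, cut at about 27% in these data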;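 note: 0% = acetylcholine EC80 with DMSO and 100% = DMSO without agonist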
CRFBP-R2 agonist = agonists of CRF-BP/CRF-R2 complex, primary screen, cell-based, HEK293, calcium dye fluorescence, uHTS. CRF-binding protein / CRF receptor 2 complex (human). activation, % at 13.2 µM. 0.46% of 350,000 active. calcium dye fluorescence (FLIPR); percent of saturating CRF peptide response;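 active = activation of at least 50%, plus an integration ratio under a set limit after plate pattern correction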;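 note: plate controls were neutral control wells without compound for no effect and CRF at EC100 for full effect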
CHRM4 PAM = human M4 muscarinic receptor positive allosteric modulators, primary screen, CHO-K1 cells, Fluo-8 calcium fluorescence; Muscarinic acetylcholine receptor M4 (Homo sapiens), P08173; CHO-K1 hM4/Gqi5, ACh EC20; 0% = ACh EC20, 100% = maximal ACh; activation, % at 3 µM; 0.4% of 360,000 active;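 active = activation above its plate's cutoff, the mean activation of sample wells plus 3 SD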; note: some results filed as inactive read as strong as hits
CHRM1 PAM = human M1 muscarinic receptor positive allosteric modulators, primary screen, CHO-K1 cells, Fluo-8 calcium fluorescence, 1536-well. AID 588819, 2011. Muscarinic acetylcholine receptor M1 (Homo sapiens), P11229. activation, % at 3 µM. 0.088% of 360,000 active. CHO-K1 hM1, ACh EC20; 0% = ACh EC20, 100% = maximal ACh; in the data active = activation above about 19%, passing the limit was not always enough
M5 PAM = human M5 muscarinic receptor positive allosteric modulators, primary screen, CHO-K1 cells, Fluo-8 calcium fluorescence; Muscarinic acetylcholine receptor M5 (Homo sapiens), P08912; CHO-K1 hM5, ACh EC20 PAM; 0% = ACh EC20, 100% = ACh EC100; activation, % at 3 µM; 0.3% of 360,000 active; AID 624038, 2012;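 active = activation above the run cutoff, the mean activation of all test compounds plus 3 SD, cut at about 18% in these data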
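System: CHO-K1 cell line with stable human muscarinic M5 receptor expression | Also added: EC20 acetylcholine as agonist stimulus | Compound: One concentration, 3 µM final (nominal) | Timing: Fluo-8 loading 80 min at 37 °C plus 30 min room temperature | Measured by: Fluo-8 calcium dye fluorescence, kinetic read | Read-out basis: % activation, ACh-normalized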
CHRM4 agonist = human M4 muscarinic receptor agonists, primary screen, CHO-K1 cells, Fluo-8 calcium fluorescence; Muscarinic acetylcholine receptor M4 (Homo sapiens), P08173; activation, % at 3 µM; 0.14% of 360,000 active; CHO-K1 hM4/Gqi5; vehicle 0%, full acetylcholine response 100%;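 active = activation above the run mean over all test wells plus 3 SD, cut at about 32% in these data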;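 note: peak over basal fluorescence ratio per well then scaled between controls; 0% = DMSO wells and 100% = acetylcholine at EC100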
* = called active by the depositor; · = no result given.

Sequence of screens – M4 antag	CHRM4 agonist	M5 PAM	CRFBP-R2 agonist	CHRM5 antagonist	M5 ag	CHRM1 antagonist	CHRM1 PAM	CHRM4 PAM
CC(C)c1ccc(NC(=O)COC(=O)CC2CCCC2)cc1
    3	0	-14	-2.0	8	-6	-10	10	6
COc1ccc(CSCCc2n[nH]c(=S)n2-c2ccccc2)cc1
    48*	4	-1	-0.9	4	0	-3	8	-26
COCCC(=O)N1CCC(Oc2ccc(C(=O)NCCc3ccccn3)cc2)CC1
    -5	2	6	2.1	-7	-2	-21	14	3
CCN(CC)c1ccc(/C=N/NC(=S)NCc2ccc(OC)cc2)cc1
    0	-1	-7	2.3	0	-4	-6	2	-3
CC(=O)Nc1ccccc1-c1nc2ccc(C(=O)N3CCN(c4cccc(C)c4)C(C)C3)cc2[nH]c1=O (stereo not drawn)
    -6	8	-5	18	5	2	1	-4	-2
Cc1cc(C)c(NC(=S)N2CCCC2C(=O)O)c(C)c1 (stereo not drawn)
    -7	0	-6	2.9	10	-3	-1	10	-2
CC(Sc1nnc(COc2ccc([N+](=O)[O-])cc2)n1-c1ccccc1)C(=O)O (stereo not drawn)
    -5	1	5	0.9	-2	1	-9	15	1
O=C(NCc1ccccc1)C(c1ccco1)N(C(=O)c1csnn1)c1ccccc1F (stereo not drawn)
    -7	6	-9	-0.3	10	-1	-3	2	-6
COc1ccccc1C(c1nnnn1Cc1ccccc1)N1CCC(C(N)=O)CC1 (stereo not drawn)
    -1	1	-1	-0.6	0	1	-17	16	2
NS(=O)(=O)c1ccc(CCNC(=O)CSc2nc3ccccc3c3nc(CCN4CCCCC4)nn23)cc1
    1	1	-5	-0.2	8	-9	18	-10	-16
CC(C)(C)OC(=O)C[C@H]1C/C=C\C[C@H](CC(=O)NCCO)C(=O)N[C@@H](Cc2ccccc2)COC1=O
    -8	-1	-20	-1.1	9	-12	-13	4	2
CC(CCc1ccccc1)NC(=O)C(Cc1ccccc1)NS(=O)(=O)c1cccs1 (stereo not drawn)
    10	0	-8	-1.1	12	1	-9	6	2
O=C(c1ccccc1)c1ccsc1C(=O)c1ccccc1
    -2	2	-3	-4.6	14	-8	-6	4	1
CC(Oc1ccc(S(=O)(=O)N2CCCC2)cc1[N+](=O)[O-])C(=O)NC(C)c1ccccc1 (stereo not drawn)
    -5	12	-9	1.6	3	1	3	-1	0
COCCCNC(=O)c1sc2ncnc(N3CCc4ccccc4C3)c2c1C
    1	3	-2	-0.8	3	2	-3	7	-4

(list continues)
Sequence of screens – M4 antag	CHRM4 agonist	M5 PAM	CRFBP-R2 agonist	CHRM5 antagonist	M5 ag	CHRM1 antagonist	CHRM1 PAM	CHRM4 PAM
O=c1c2oc3ccccc3c2ncn1Cc1cccc(Cl)c1
    -3	1	1	-0.6	7	1	-8	6	-2
Cc1nc2ccccn2c1C(=O)N=Nc1c(O)n(CCC(C)C)c2ccccc12
    -14	1	4	0.3	-4	0	0	4	4
COc1ccc(NC(=O)Cn2nnc(C(=O)NCc3ccco3)c2N)c(OC)c1
    -2	1	-4	1.4	3	0	3	0	-8
O=C(NC(=S)Nc1nc(-c2ccccc2)cs1)c1cncc(Br)c1
    -9	14	-4	6.8	8	15	-7	4	0
CCN(CC)C(=O)Cn1cc(S(=O)(=O)CC(=O)Nc2ccccc2C)c2ccccc21
    -2	2	-4	0.7	0	-4	-9	6	1
CC(C)Oc1ccccc1NC(=O)CSc1nccn1C
    -21	1	0	-1.4	7	-2	-1	0	10
Cc1ccc2nc(-c3ccc(NC(=O)CCS(=O)(=O)c4ccccc4)cc3)sc2c1
    4	2	-1	-1.0	4	4	2	-3	-6
c1ccc2c(c1)CC1(CCCC1)n1nnnc1-2
    9	-1	1	-0.8	-9	-4	-5	4	-3
O=C(Cn1cnc2ccccc2c1=O)c1ccccc1
    -21	1	-1	1.0	-3	-2	2	5	11
CCOC(=O)/C(C(N)=NCCCO)=C(/O)c1ccccc1
    1	1	-7	-1.8	6	2	16	0	-5
CCOC(=O)c1cnc2ccc(C(=O)OC)cc2c1NCCN1CCOCC1
    -8	2	3	-0.4	-3	3	-11	11	4
COc1ccc(CCNC(=O)CC(=O)N/N=C/c2ccc(C(=O)O)cc2)cc1OC
    -3	0	5	0.0	4	0	-13	10	-1
CC(NC(=S)Nc1ccccc1OC(F)F)C(C)(C)C (stereo not drawn)
    -3	1	-6	0.0	11	-1	-6	2	-4
O=[N+]([O-])c1cc(Cc2ccccc2)cc(C=Nc2ccc(N3CCOCC3)cc2)c1O
    -3	3	-2	-2.0	3	1	-9	6	5
COc1cc(C(c2c(O)nc(SC)[nH]c2=O)c2c(O)nc(SC)[nH]c2=O)cc(OC)c1OC
    -7	1	3	1.7	-1	0	-12	8	5

The list continues.
Sequence of screens – M4 antag	CHRM4 agonist	M5 PAM	CRFBP-R2 agonist	CHRM5 antagonist	M5 ag	CHRM1 antagonist	CHRM1 PAM	CHRM4 PAM
CN1CCN(C(=O)c2cc(Cl)ccc2NC(=O)c2ccc(Cl)cc2Cl)CC1
    4	1	-7	0.9	12	-3	3	-1	1
COC(=O)c1cc(=O)c2cccc(OC)c2[nH]1
    -4	5	-6	-2.5	-1	2	-4	4	-24
COCCN(C(=O)Nc1ccccc1)C(C)c1cccnc1 (stereo not drawn)
    -12	1	-2	2.7	7	0	-1	0	5
O=c1c2c(nc3cc(-c4cccc(Cl)c4)[nH]n13)CCC2
    -6	1	-5	0.4	-4	2	2	1	6
COc1cc(NC(=O)c2cc3ccccc3o2)ccc1NC(=O)c1ccco1
    6	7	-4	0.3	4	0	6	-6	-3
COC(=O)C1CCN(C(=O)CSc2ccccc2)CC1
    -3	1	1	-0.2	-2	-1	-2	8	8
CCOc1ccc(CNC(=O)c2cc3oc4ccccc4c3n2C)cc1
    4	1	-6	-1.3	5	-2	-5	5	-1
OC(Cc1ccccc1)c1ncc(-c2ccc(Cl)cc2)[nH]1 (stereo not drawn)
    -5	4	-2	·	0	-1	-16	8	15
CC(C)(C)SC(C(=O)N1CCOCC1)c1ccc(Br)cc1 (stereo not drawn)
    -6	1	-6	0.3	5	-2	-21	12	5
CC1Sc2ccc(S(=O)(=O)N3CCC(C(=O)NCC(C)c4ccccc4)CC3)cc2NC1=O (stereo not drawn)
    15	18	-15	1.4	18	2	46*	-17	-17
COc1ccc(CNC(=O)CN(Cc2ccco2)C(=O)CNS(=O)(=O)c2ccccc2)cc1
    -17	2	-3	0.5	4	-4	1	0	-2
CCOC(=O)N1CCN(C(=O)CSc2nnc(-c3ccc(C(C)(C)C)cc3)o2)CC1
    -6	6	-8	-1.9	5	8	-4	3	-7
O=C(O)c1c2c(nc3ccccc13)/C(=C/c1c(F)cccc1F)CCC2
    -2	1	1	0.6	-1	-2	-16	5	2
O=C(O)C1=C[C@H](c2coc3ccccc3c2=O)C[C@H](OCc2ccc(CO)cc2)O1
    -18	2	9	0.6	-3	-5	3	-1	14
CCOc1cccc(C2C(C(=O)c3ccc(C)o3)=C(O)C(=O)N2CCCn2ccnc2)c1 (stereo not drawn)
    7	0	0	0.8	-2	0	-2	3	-3

(more compounds)
Sequence of screens – M4 antag	CHRM4 agonist	M5 PAM	CRFBP-R2 agonist	CHRM5 antagonist	M5 ag	CHRM1 antagonist	CHRM1 PAM	CHRM4 PAM
O=c1cc(N2CCCCC2)c2ccccc2o1
    10	0	6	1.9	-7	-8	-4	11	3
Cc1ccc(CNS(=O)(=O)c2cc3c4c(c2)C(C)C(=O)N4CCC3)cc1 (stereo not drawn)
    6	1	-2	-1.5	13	-6	10	-2	5
CCN(CC)CCOC(c1ccccc1)c1ccc(C)cc1 (stereo not drawn)
    43*	2	-19	17	75*	-8	96*	-26	-17
COc1ccc(C)cc1NC(=O)Nc1ccc(C(=O)N2CCCC2)cc1
    2	-1	7	0.2	-1	12	-15	9	8
O=C(NCc1cccs1)C1CCCN1C(=O)Nc1ccc(F)cc1 (stereo not drawn)
    2	1	3	-0.2	4	-3	4	1	1
CN(C)S(=O)(=O)c1ccc(C(=O)Nc2ccccn2)cc1
    -13	1	-5	0.7	-1	2	-39	11	10
Cc1nn(-c2ccccc2)c(Cl)c1/C=N/O
    2	-1	3	0.6	-1	-5	7	-1	-2
O=c1[nH]nnc2cc(Cl)ccc12
    -13	1	-1	-1.9	3	7	-7	5	3
CCOC(=O)C1(Cc2cccc(OC)c2)CCN(Cc2ccon2)CC1
    -24	4	2	-3.7	-5	6	1	-1	12
CC(C)(C)NC(=O)CN(CC1CCCO1)C(=O)CNS(=O)(=O)c1ccc(F)cc1 (stereo not drawn)
    5	1	1	0.9	-6	1	5	0	-2
C=CCNc1nnc(C)c2ccccc12
    2	0	0	-0.1	-4	-4	-6	3	-6
Cc1cccc(N(C)C(=O)c2cc(S(=O)(=O)N3CCc4ccccc43)cn2C)c1
    -5	14	-11	-3.5	3	0	2	-4	-8
Cc1ccc(-c2nnc(Nc3cccc(O)c3)c3ccccc23)cc1S(=O)(=O)NCCO
    7	1	6	-0.5	-4	0	-18	9	-2
c1ccc(CSc2ncnc3sccc23)cc1
    -8	-1	-5	-0.5	-2	-4	-10	9	1
COc1ccc(OC)c(NC(=O)CN2C(=O)NC(C)(c3ccc4c(c3)OCCO4)C2=O)c1 (stereo not drawn)
    11	2	6	0.2	-2	4	15	-3	-5

Next part:
Sequence of screens – M4 antag	CHRM4 agonist	M5 PAM	CRFBP-R2 agonist	CHRM5 antagonist	M5 ag	CHRM1 antagonist	CHRM1 PAM	CHRM4 PAM
O=C(CNc1ccc(Cl)cc1)NNC(=S)NCc1ccccc1
    -7	2	-3	0.5	20	-1	-8	5	9
CCCN(CCC)CCCNC(=O)Cn1cnc2sc(C)c(S(=O)(=O)N3CCOCC3)c2c1=O
    8	0	-3	0.0	20	-3	-10	7	-3
Cc1ccc(Cl)cc1NC(=O)COC(=O)C1CCCC1
    12	-1	0	-2.5	-8	-2	-6	12	5
O=C(COc1coc(CN2CCN(Cc3ccccc3)CC2)cc1=O)Nc1ccccc1
    -16	1	-1	1.7	-4	1	-1	8	8
COc1ccc(OC)c(NC(=O)C2(C)CCN2C(=O)C2(c3ccc(Cl)cc3)CCC2)c1 (stereo not drawn)
    3	-1	-7	·	8	-2	14	-15	-6
COc1ccc(NC2c3ccccc3C(=O)N2c2cccnc2)cc1 (stereo not drawn)
    2	1	3	-0.5	6	-1	-10	9	9
COc1ccc(NC(=O)CN(C)C(=O)C2(c3ccccc3)CCCC2)cc1
    4	3	3	0.9	15	0	-15	6	0
O=C(c1ccccc1)c1ccc(C(=O)N2CCOCC2)cc1
    8	1	-4	-2.9	-1	1	-15	11	-4
COCCN(Cc1ccccc1)C(=O)c1cc(-c2ccc(OC)c(OC)c2)nc2ccccc12
    15	13	-3	-0.8	1	0	16	3	-3
